SMARCA2 activ = SMARCA2 function activation, primary screen. MG213 cells, MMTV-luciferase reporter, dexamethasone, overnight. activation, % at 9.1 µM. actives 1% (n = 370,000). AID 652017; in the data active means activation above about 7.8%;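 further: 0% = vehicle wells and 100% = reference activator wells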
GAA850 FXN act = increases GAA850 frataxin promoter reporter activity | actives 0.56% (n = 360,000) | HEK293 lucGAA850 FXN promoter luciferase reporter, 24 h; percent of 10 µM SAHA response | AID 540364 | activation, % at 6 µM;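 active means activation above the average of all compounds screened plus 3 SD, cutoff fixed separately per campaign, cut at about 7.5% in these data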;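 further: 0% = DMSO wells and 100% = 10 µM SAHA wells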
ssDAF-12 act = S. stercoralis DAF-12 activation, primary screen. actives 1% (n = 370,000). HEK293 ssDAF-12/GRIP1 lit1-tk-luc reporter, luminescence; % of 3 µM dafachronic acid response. activation, % at 6.8 µM;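 active means activation above the mean over all tested compounds plus 3 SD, cut at about 0.9% in these data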;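 further: 0% = DMSO-only wells and 100% = 3 µM delta7-dafachronic acid wells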
DAX1 inh-1 = inhibitors of human orphan nuclear receptor DAX1 (NR0B1). inhibition, % at 6.75 µM. HEK293 Gal4-DAX1 luciferase reporter, luminescence. P51843. AID 504766. actives 0.99% (n = 340,000);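 active means inhibition above the mean over all tested compounds plus 3 SD, cut at about 4.2% in these data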;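 further: 0% = DAX1-transfected cells with DMSO and 100% = empty-vector control cells with DMSO; inhibition shows as a rise in luminescence from relieved DAX1 repression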
Target sequence (P51843 207-470 limits assumed): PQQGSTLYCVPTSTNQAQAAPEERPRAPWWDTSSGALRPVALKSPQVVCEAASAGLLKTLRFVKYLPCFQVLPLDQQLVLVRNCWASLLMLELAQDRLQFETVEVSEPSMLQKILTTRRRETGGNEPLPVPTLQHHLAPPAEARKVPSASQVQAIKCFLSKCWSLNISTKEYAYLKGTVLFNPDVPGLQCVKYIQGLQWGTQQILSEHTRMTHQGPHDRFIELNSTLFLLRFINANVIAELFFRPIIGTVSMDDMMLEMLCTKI
PG9 binder = binds the HIV-1 gp120 antibody PG9 | TR-FRET gp120-PG9 antibody binding | inhibition, % at 6.7 µM | actives 0.43% (n = 360,000); in the data active means inhibition above about 8.5%
DAX1 inh-2 = blocks DAX1 repression of SF-1 activated StAR promoter; inhibition, % at 6.8 µM; actives 1.1% (n = 370,000); HEK293T StAR-luciferase reporter, SF-1/DAX-1 repression relief; AID 652010;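 active means inhibition above the mean over all tested compounds plus 3 SD, cut at about 3.6% in these data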;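 further: 0% = DAX-1 cells with DMSO and 100% = cells lacking DAX-1 with DMSO; higher inhibition means more luminescence from relief of DAX-1 repression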
hgDAF-12 ag = activates the H. glycines DAF-12 receptor ligand-binding domain. actives 1.8% (n = 370,000). AID 687014. HEK293 GAL4-hgDAF12 UAS-luciferase reporter, agonist luminescence; normalized to butyrate control. activation, % at 6.8 µM;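 active means activation above a cutoff set at the mean of all screened compounds plus 3 SD, cut at about 10% in these data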;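 further: 0% = DMSO wells and 100% = sodium butyrate wells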
sPLA2-III inh = Blocks human group III sPLA2 activity; Q9NZ20; QFRET BODIPY PC-A2 liposome hydrolysis, fluorescence; inhibition, % at 12.2 µM; actives 0.56% (n = 370,000); AID 743126;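 active means inhibition above mean plus 3 SD of compounds lying within the high and low control bounds, cut at about 19% in these data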;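 further: 0% = median of test compound wells and 100% = no enzyme DMSO wells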
hcDAF-12 act = H. contortus DAF-12 activation, primary screen; HEK293 hcDAF-12 lit1-tk-luc reporter, luminescence; 0% DMSO, 100% Δ7-dafachronic acid; activation, % at 6.8 µM; actives 1.4% (n = 370,000); AID 652067;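 active means activation above the mean of all tested compounds plus 3 SD, cut at about 5.5% in these data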;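 further: 100% = response to 3 µM Δ7-dafachronic acid high control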
PLC-beta3 inh = inhibitors of human phospholipase C beta3; Q01970; Purified PLC-beta3, fluorogenic substrate, fluorescence; inhibition, % at 12.2 µM; actives 0.18% (n = 370,000); in the data active means inhibition above about 11%;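 further: 0% = median of compound wells on plate and 100% = full blocker control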
NR1D1 modulator = modulates human Rev-erb alpha binding to DNA; P20393; Rev-erbα–FITC-DNA binding, fluorescence polarization, 90 min; activity, % at 10 µM; actives 0.79% (n = 370,000);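 active means activity above about 14%, limit read from the data; passing the limit was not always enough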;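 further: 0% = DMSO wells with 35 nM protein and 100% = DMSO wells with 750 nM protein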
* marks the source's active call; other numbers are inactive results; . = no result given. Compounds were not picked by outcome (roughly 7% active in at least one column).

SMILES	SMARCA2 activ	GAA850 FXN act	ssDAF-12 act	DAX1 inh-1	PG9 binder	DAX1 inh-2	hgDAF-12 ag	sPLA2-III inh	hcDAF-12 act	PLC-beta3 inh	NR1D1 modulator
NNC(=O)c1csc(-c2ccc(C(F)(F)F)cc2Cl)n1	-4.4	-1.3	-1.5	1.5	-0.7	-0.1	-2.2	9.3	-0.7	-11.8	0.0
CCc1ccc(-n2c(SCc3c(C)noc3C)nnc2-c2ccncc2)cc1	1.9	1.8	0.0	-1.1	-1.2	-0.3	-1.6	0.3	-0.7	1.9	3.4
COc1cccc(-c2nc(CS(=O)(=O)CC(=O)NC3CCCCC3C)c(C)o2)c1 (stereo unspecified)	-2.2	1.6	-1.7	0.5	0.8	0.1	0.8	1.1	2.7	-2.8	8.4
Cc1ccc(CSC2=NCCN2S(=O)(=O)c2ccc(C)cc2)cc1	1.3	0.2	-0.4	0.3	-1.5	-0.6	-0.4	-7.1	1.0	0.4	3.4
CNC(=O)CN1C(=O)CSc2nc(C)cc(C)c21	-0.2	0.3	-1.2	0.6	0.6	0.3	1.1	7.6	-0.5	-1.6	-3.1
CSc1nc(-c2ccc(C)cc2)nc(N)c1C#N	-2.9	-0.8	2.2*	3.2	1.6	0.6	4.5	-6.4	8.5*	-10.8	30.6*
CCn1nc(C)cc1C(=O)N1CCCC(Nc2ccc(C(C)C)cc2)C1 (stereo unspecified)	-1.7	1.6	-1.2	-0.4	-1.9	-1.1	-1.9	3.5	-1.9	-8.4	2.8
O=c1[nH]ncc(N/N=C\c2ccncc2)c1Cl	0.3	3.0	-1.1	0.5	-3.0	-0.2	-2.7	9.5	-0.5	10.6*	5.5
O=C(NCc1ccccc1Cl)C1CC(=O)N(Cc2ccccc2)C1 (stereo unspecified)	2.4	0.1	-1.5	-1.8	-0.6	0.2	1.0	2.7	1.7	2.0	-4.2
CC1(C)Cc2c(cnn2-c2ccc(F)cc2)C(NC(=O)C2=NNC(=O)CC2)C1 (stereo unspecified)	6.5	4.5	-1.1	1.5	-0.6	0.2	4.2	-5.7	1.8	-7.6	-2.4
COC(=O)c1ccc(Oc2nc(NC(C)C)nc(SC)n2)cc1	-0.5	2.6	-1.6	0.3	0.9	-0.6	1.8	-0.4	-1.3	5.4	2.2
c1ccc(CCC2CCCCN2Cc2cn[nH]c2-c2cc3ccccc3o2)nc1 (stereo unspecified)	6.9	2.7	-2.6	0.1	-0.6	0.0	-0.3	-11.8	-1.5	-8.0	-1.0
Cc1ccc(Cl)cc1NC(=O)OCCN(C)C(=O)Nc1cc(Cl)ccc1C	-6.2	.	-1.1	.	0.2	-0.8	-2.4	9.2	-2.6	0.7	4.4
CCCc1cc(=O)[nH]c(SCC(=O)Nc2ccc(Br)cc2)n1	-0.5	-0.5	-1.0	0.3	0.5	-1.2	-0.3	-1.4	-0.7	-1.6	-3.8
COc1ccc(CNc2nc3nc(C)c(Cl)c(=O)n3[nH]2)cc1	2.8	0.9	-0.9	1.6	-1.1	-0.4	-1.2	-0.3	-0.3	-11.8	-2.5
O=C(c1c(F)cccc1F)N1CCN(c2cccc(C(F)(F)F)c2)CC1	-1.2	-0.4	-1.6	-0.9	-0.9	0.4	1.6	1.5	-1.1	-0.6	7.2
Oc1c(Cl)cc(Cl)cc1/C=N/c1ncn[nH]1	2.7	-1.5	-0.9	0.7	-0.5	0.2	1.9	0.0	-0.2	-9.0	-0.7
COc1ccc(-c2nnc3ccc(SCC(=O)NCc4ccco4)nn23)cc1	-3.6	1.6	-0.7	-0.6	1.4	0.4	-3.0	-0.2	-2.1	-78.5	0.6
COc1ccc(C(=O)Cn2cc[n+](C)c2)cc1	-2.7	1.7	-1.4	3.0	-0.8	-0.2	0.0	-9.4	-1.6	-2.0	-0.3
CC(C)c1ccc(NC(=O)C2C3C=CC4(CN(Cc5cccnc5)C(=O)C24)O3)cc1 (stereo unspecified)	0.7	-0.5	0.0	-0.8	-2.5	-0.1	0.7	3.1	0.2	-0.2	-8.6
COc1ccc(CC(=O)Nc2c3c(nn2-c2cccc(C)c2C)CS(=O)C3)cc1OC (stereo unspecified)	-1.9	-0.3	-0.9	-0.1	-0.7	0.4	-1.8	1.9	-0.8	2.4	0.3

Of the compounds above, these contain an aryl methoxy group:
SMILES	SMARCA2 activ	GAA850 FXN act	ssDAF-12 act	DAX1 inh-1	PG9 binder	DAX1 inh-2	hgDAF-12 ag	sPLA2-III inh	hcDAF-12 act	PLC-beta3 inh	NR1D1 modulator
COc1cccc(-c2nc(CS(=O)(=O)CC(=O)NC3CCCCC3C)c(C)o2)c1 (stereo unspecified)	-2.2	1.6	-1.7	0.5	0.8	0.1	0.8	1.1	2.7	-2.8	8.4
COc1ccc(CNc2nc3nc(C)c(Cl)c(=O)n3[nH]2)cc1	2.8	0.9	-0.9	1.6	-1.1	-0.4	-1.2	-0.3	-0.3	-11.8	-2.5
COc1ccc(-c2nnc3ccc(SCC(=O)NCc4ccco4)nn23)cc1	-3.6	1.6	-0.7	-0.6	1.4	0.4	-3.0	-0.2	-2.1	-78.5	0.6
COc1ccc(C(=O)Cn2cc[n+](C)c2)cc1	-2.7	1.7	-1.4	3.0	-0.8	-0.2	0.0	-9.4	-1.6	-2.0	-0.3
COc1ccc(CC(=O)Nc2c3c(nn2-c2cccc(C)c2C)CS(=O)C3)cc1OC (stereo unspecified)	-1.9	-0.3	-0.9	-0.1	-0.7	0.4	-1.8	1.9	-0.8	2.4	0.3
